Screens as filed in PubChem BioAssay.
PTHR1 agonist – activates the human parathyroid hormone receptor PTHR1; Q03431; HEK293 GP2 PTHR1 cells, GloSensor cAMP luminescence, 1 h; Potency, µM (doses to about 115 µM), for inactives: top-dose activation, actives largely listed as activators; 0.075% of 410,000 active; AID 743266; note: potency is the fitted concentration of half-maximal effect; nearly all actives have a fitted effect of over 55% in size; some results filed as inactive show a strong effect at the top dose; inactives centre near -15; many of its hits are not listed in these tables
Target sequence (Q03431 whole entry, looked up): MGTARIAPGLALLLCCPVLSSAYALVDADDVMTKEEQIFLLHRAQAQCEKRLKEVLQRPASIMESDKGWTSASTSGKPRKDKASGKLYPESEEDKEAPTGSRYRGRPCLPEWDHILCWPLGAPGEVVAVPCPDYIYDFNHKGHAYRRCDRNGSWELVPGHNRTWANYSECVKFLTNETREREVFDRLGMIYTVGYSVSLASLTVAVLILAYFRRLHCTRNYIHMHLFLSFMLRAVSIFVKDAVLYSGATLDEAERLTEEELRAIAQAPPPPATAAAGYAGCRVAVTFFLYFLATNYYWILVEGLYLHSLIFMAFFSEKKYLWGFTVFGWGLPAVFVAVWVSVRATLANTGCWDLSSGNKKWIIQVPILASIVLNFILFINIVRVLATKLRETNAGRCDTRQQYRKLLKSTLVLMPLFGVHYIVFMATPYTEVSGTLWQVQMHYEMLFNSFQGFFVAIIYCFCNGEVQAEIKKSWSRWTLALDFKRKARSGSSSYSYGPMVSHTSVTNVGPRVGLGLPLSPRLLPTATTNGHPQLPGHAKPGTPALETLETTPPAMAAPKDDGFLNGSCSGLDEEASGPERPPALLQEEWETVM
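HEK-293-derived GP2 cells expressing PTHR1 and a GloSensor cAMP reporter, 3,000/well, plated overnight, given luciferin plus IBMX (each 0.5 mM as added) for 1 h at 37 °C, then compound for 1 h at 37 °C. Luminescence was read after 15 min at room temperature.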
Akt phos inh – inhibitors of Akt phosphorylation | AID 651550 | 0.32% of 360,000 active | Neuro2A IGF-stimulated pAkt S473 HTRF, 20 min; stronger effect = lower value | activity change, % for hits at 50 µM; in the data active = activity change below about -80%; inconclusive = mostly about -51% to -80%; note: % is set by controls: 0 for no effect and ±100 for the full control effect
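Single-point screen (50 µM final compound) in Neuro2A cells stimulated 20 min with 6 nM IGF at 37 deg C. After lysis, Ser473-phosphorylated Akt read by HTRF (ex 330 nm, em 615/665 nm) as the 665/615 ratio.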
aSyn rescue – alpha-synuclein toxicity inhibition in yeast; Yeast expressing alpha-synuclein, growth rescue, BacTiter-Glo, 24 h; Potency, µM (top dose mostly 46.1 µM), for inactives: at the highest dose growth rescue (activation), usual class: activators; 0.14% of 370,000 active; AID 652106; note: potency is the fitted concentration of half-maximal effect; % of control where 0% means no effect; nearly all actives have a fitted effect of over 65% in size
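Readout is rescue of growth in alpha-synuclein-expressing yeast, so inhibitors of toxicity appear as activators. Growth after 24 hr at 30 deg C in galactose medium is quantified by luminescence.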
Abeta yeast res – A-beta toxicity reversal in yeast. yeast expressing A-beta42, growth rescue, OD600, 48 h; response scale: 0% DMSO, 100% iron-clioquinol control. 0.063% of 410,000 active. Potency, µM (series often up to 46.1 µM), for the others: at the top dose growth rescue, hits mostly activators; note: potency is the fitted concentration of half-maximal effect; nearly all actives have a fitted effect of over 55% in size
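Growth rescue measured by 600 nm absorbance after 48 h yeast culture at 30 C with compound. Values normalized between DMSO and an equimolar ferric chloride plus clioquinol control.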
TDP-43 yeast inh – TDP-43 toxicity inhibition in yeast | 1.8% of 410,000 active | TDP-43 expressing yeast growth rescue, BacTiter-Glo, 24 h | Potency, µM (top dose mostly 46.1 µM), for inactives: at the top dose growth rescue (activation), hits mostly activators; note: potency is the fitted concentration of half-maximal effect; % of control where 0% means no effect; nearly all actives have a fitted effect of over 50% in size
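Readout is BacTiter-Glo luminescence of cell growth, so inhibitors register as activators. TDP-43-expressing yeast at OD600=0.02 in galactose medium, after raffinose pregrowth to mid-log, were incubated with compound for 24 hr at 30 deg C.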
FUS suppressor – rescues growth of FUS-expressing yeast; S. cerevisiae FUS-expressing, growth rescue, OD600, 24 h; Potency, µM (top dose mostly 76.6 µM), without a hit: at the highest dose growth rescue (activation), hits mostly activators; 0.24% of 390,000 active; AID 1347120;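 note: potency is the fitted concentration of half-maximal effect; plate controls were DMSO vehicle for no effect and reference control for full effect; nearly all actives have a fitted effect of over 55% in size; some results filed as inactive show a strong effect at the top dose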
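Read-out: OD at 600 nm after 24hr at 30C, reporting rescue of FUS-induced yeast toxicity. Cells at OD 0.005 in galactose (2%) minimal medium; compounds tested in a dilution series; CP55940 titration from 92uM final as control.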
D3 antag – D3 dopamine receptor (human) antagonism; P35462; D3R cells, DiscoveRx beta-arrestin luminescence, antagonist mode; stronger effect = lower value; max response, negative = inhibition, %; 2.5% of 360,000 active; AID 652054; in the data active = max response below about -50%; inconclusive = no clear call, values can overlap the other calls; note: % is set by controls: 0 for no effect and ±100 for the full control effect; mostly tested at two doses, the higher about 12 µM
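Cells plated overnight at 1500 cells/well, then exposed to library compounds with dopamine controls for 90 minutes at 37 degrees C. DiscoveRx reagent added for 30–60 minutes at room temperature; luminescence read, quantitative HTS format.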
GLP1R ag – agonists of human GLP-1 receptor; 0.007% of 380,000 active; Potency, µM (series often up to 45.6 µM), for the others: at the highest dose activation, hits mostly activators; HEK293 GLP-1R CRE-luciferase, luminescence, 4-6 h; cells express a hypersensitive GLP-1R form; P43220; note: potency is the fitted concentration of half-maximal effect; % of control where 0% means no effect
Target sequence (P43220 whole entry, looked up): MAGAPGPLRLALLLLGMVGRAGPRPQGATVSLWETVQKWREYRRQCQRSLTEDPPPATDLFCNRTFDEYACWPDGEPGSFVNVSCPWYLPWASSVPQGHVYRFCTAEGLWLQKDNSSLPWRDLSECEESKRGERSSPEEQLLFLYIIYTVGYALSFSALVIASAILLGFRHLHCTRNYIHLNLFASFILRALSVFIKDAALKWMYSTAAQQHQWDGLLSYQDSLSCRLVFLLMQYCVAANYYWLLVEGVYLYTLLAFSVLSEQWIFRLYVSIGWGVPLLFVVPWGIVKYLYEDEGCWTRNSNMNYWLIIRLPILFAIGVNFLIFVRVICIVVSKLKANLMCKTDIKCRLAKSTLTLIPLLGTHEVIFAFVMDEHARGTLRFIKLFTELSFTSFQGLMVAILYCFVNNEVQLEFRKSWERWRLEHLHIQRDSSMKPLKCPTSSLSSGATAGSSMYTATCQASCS
GLP1R inv ag – acts as inverse agonist at human GLP-1 receptor; HEK293 GLP-1R CRE-luciferase, luminescence, 24 h; GLP-1R form is constitutively active; Potency, µM (highest dose often 38.3 µM), without a hit: at the top dose activity change, negative = inhibition, hits mostly inhibitors; 1.6% of 410,000 active; AID 624417; note: potency is the fitted concentration of half-maximal effect; % is set by controls: 0 for no effect and ±100 for the full control effect; nearly all actives have a fitted effect of over 55% in size
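Constitutively active GLP-1R drives a cAMP-responsive luciferase in stably transfected HEK293 cells; test compounds are added after overnight (12 h) attachment and left 24 hr, and signal loss in luminescence marks inhibition.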
The depositor's hits bear a star; i = inactive; ? = inconclusive; / = not tested or not shown; [ ] = another dose, or the depositor's remark. Unless noted, calls come from the whole dose curve; as a rule, active = well fitted curve in the direction sought with a large enough effect; inconclusive = small, poorly fitted or top-dose-only effect, or another doubt; inactive = no such curve, though single readings can be large; an effect the other way counts as inactive or inconclusive. This is a subset; rates above refer to the full screens.

SMILES	PTHR1 agonist	Akt phos inh	aSyn rescue	Abeta yeast res	TDP-43 yeast inh	FUS suppressor	D3 antag	GLP1R ag	GLP1R inv ag
O=C(O)c1ccccc1-c1ccc(/C=C/c2cc(C(F)(F)F)[nH]c(=O)n2)o1	i	i	-3.2%	18.3%	-11.3%	10.1%	-21.5	-1.2%	14.1%
COc1ccc(NC(=O)C2=C(C)C(=O)OC23CCC(C)CC3)cc1Cl (stereo unspecified)	i	i	4.4%	17.6%	?	16.7%	44.0	1.3%	7.94µM*
COC(=O)c1ccc(N2CCOCC2)c(NC(=O)c2ccc3c(c2)OCO3)c1	-6.6%	i	6.0%	-15.0%	0.0%	-6.2%	10.2	6.0%	9.2%
CS(=O)(=O)N(CC(=O)N1CCCC1)c1cc(C(F)(F)F)ccc1Cl	i	i	0.0%	2.9%	20.2%[9.22 µM]	-9.4%	2.4	3.6%	1.7%
CC(CCc1ccccc1)NC(=O)c1nnc(Cc2ccc(F)cc2)o1 (stereo unspecified)	-33.1%[inhibitor]	i	-0.7%	-5.0%	?	0.8%	-22.8	6.8%	?
CN(C)S(=O)(=O)c1ccc(Cl)c(NC(=O)COC(=O)/C=C/c2ccco2)c1	-34.3%[inhibitor]	i	0.4%	-1.9%	0.8%	11.7%	0.3	-0.4%	-7.7%
Cc1cc(NC(=O)c2ccc3c(c2)N(Cc2cccc(Cl)c2)C(=O)c2ccccc2S3=O)ccc1Br (stereo unspecified)	i	/	/	-8.2%	8.2%	6.9%	/	/	18.2%
CCc1ccc(CNC(=O)c2ccc3c(c2)NC(=O)C(N2CCOCC2)S3)cc1 (stereo unspecified)	-22.9%	/	1.5%	7.9%	11.9%	-1.2%	-3.5	12.3%	-8.8%
CC(C)c1ccc(NC(=O)CN2C(=O)COc3ccc(S(=O)(=O)Nc4ccccc4)cc32)cc1	i	/	/	-11.1%	6.5%	28.6%	/	-2.2%	-2.1%
CCOc1ccccc1-c1nc(CN(Cc2cnn(C)c2)C(C)C)c(C)o1	-7.0%	i	-0.6%	4.4%	-18.4%[0.397 µM]	8.6%	-3.6	15.0%	-19.6%
Nc1[nH]n2c(=O)cc(-c3ccccc3)nc2c1N=Nc1ccccc1	i	i	-13.7%	-19.7%	6.1%	-29.5%	7.3	-23.2%	-15.9%
COc1ccc(N2C(=O)C(CC(=O)Nc3ccc(F)cc3)N(CCc3cccs3)C2=O)cc1 (stereo unspecified)	-20.2%	i	4.0%	0.6%	1.2%	/	4.1	-4.3%	-9.8%
O=C(NCCN1CCOCC1)N1c2ccccc2Sc2ccccc21	i	i	2.9%	7.2%	0.6%	1.2%	-53.1*	4.9%	-17.2%
CC(C)=C1C2CCC1C1C(=O)N(c3nc(-c4ccc(F)cc4)c(C)s3)C(=O)C21 (stereo unspecified)	-12.5%	i	-18.0%	9.8%	5.2%	43.5%	?	0.7%	?
Cc1c(NC(=S)NC(=O)c2ccc(-c3ccc(Cl)cc3)o2)cccc1C(=O)O	-19.0%	i	-1.1%	7.0%	-15.5%[9.22 µM]	30.4%	-12.8	1.1%	75.4%[activator]
CC(C)C(=O)O/N=C1\CCS(=O)(=O)c2sccc21	27.1%	i	-1.9%	-13.7%	-5.2%	14.4%	-23.0	3.4%	4.8%
CCOc1cc(CNC(=O)c2ccc(Cn3c(=O)c4cccn4c4cccnc43)cc2)ccc1OC	3.9%	/	/	7.6%	?	-16.1%	/	/	15.9%
CC(=O)OC[C@@H]1CN(Cc2ccccc2)C[C@H](n2cnc3c(N4CCOCC4)ncnc32)O1	18.0%	i	-2.4%	-20.5%	1.4%	3.0%	-5.0	16.8%	26.7%
CC1c2cc3c(cc2CCN1C(=O)c1ccc(Cl)cc1)OCCCO3 (stereo unspecified)	-3.2%	i	-23.1%	-41.7%[inhibitor]	12.9%	15.9%	-25.5	12.6%	?
COc1cc2c(cc1OC)C(C)N(S(=O)(=O)c1cn(C)c(C)n1)CC2 (stereo unspecified)	-3.9%	i	2.5%	8.5%	-7.7%	8.4%	12.4	15.2%	51.9%[activator]
CC(C)C(OC(=O)c1ccco1)C(=O)NCc1cccs1 (stereo unspecified)	-29.9%	i	2.2%	-7.8%	2.1%	1.3%	8.6	-14.2%	2.0%
OC(CNCc1ccc(Cl)cc1)C(F)(F)F (stereo unspecified)	-16.4%	i	-5.7%	-15.0%	-19.2%	15.3%	-2.6	-4.1%	-16.9%
COc1ccc(OC)c(N(CC(=O)NCCSC2CCCCC2)S(=O)(=O)c2ccccc2)c1	-44.5%[inhibitor]	i	0.7%	0.7%	17.1%	/	18.5	0.3%	-11.7%
NC(=O)N/N=C/c1cc(F)cc(F)c1	13.8%	i	-0.7%	-3.4%	-14.9%[1.82 µM]	6.2%	1.9	15.0%	27.6%
C=CC[C@@H](CC(=O)N(CCO)Cc1ccccc1)C(=O)N[C@@H](COC(=O)[C@@H](CC=C)Cc1ccc(F)cc1)Cc1c[nH]c2ccccc12	-2.0%	i	1.1%	-5.9%	-7.7%	?	37.9	-4.5%	?

The final 3 compounds of the section above lead into the next:
SMILES	PTHR1 agonist	Akt phos inh	aSyn rescue	Abeta yeast res	TDP-43 yeast inh	FUS suppressor	D3 antag	GLP1R ag	GLP1R inv ag
COc1ccc(OC)c(N(CC(=O)NCCSC2CCCCC2)S(=O)(=O)c2ccccc2)c1	-44.5%[inhibitor]	i	0.7%	0.7%	17.1%	/	18.5	0.3%	-11.7%
NC(=O)N/N=C/c1cc(F)cc(F)c1	13.8%	i	-0.7%	-3.4%	-14.9%[1.82 µM]	6.2%	1.9	15.0%	27.6%
C=CC[C@@H](CC(=O)N(CCO)Cc1ccccc1)C(=O)N[C@@H](COC(=O)[C@@H](CC=C)Cc1ccc(F)cc1)Cc1c[nH]c2ccccc12	-2.0%	i	1.1%	-5.9%	-7.7%	?	37.9	-4.5%	?
COC(=O)c1cn(CC(=O)NC2CCCCCC2)c2ccccc12	-14.9%[57.5 µM]	i	0.4%	-1.5%	7.1%	-24.1%	-5.5	-0.1%	-1.3%
O=C(CCn1nnc2ccccc21)Nc1nnc(Cc2ccccc2)s1	i	i	-0.6%	1.9%	15.2%	/	-4.8	0.2%	7.3%
CC(C)n1c(SCC(=O)N2c3ccccc3Sc3ccccc32)nc2c1c(=O)n(C)c(=O)n2C	i	i	5.8%	14.4%	-16.7%	-9.8%	-18.4	2.5%	82.0%[activator]
C/C(=N\Nc1nc(N)cc(Cl)n1)c1ccc(F)cc1	-2.3%	i	-1.2%	-7.3%	6.4%	-35.8%	-1.5	9.8%	33.8%[activator]
O=C(NCCCN1CCN(c2cccc(Cl)c2)CC1)c1nc(-c2ccncc2)no1	-9.2%[57.5 µM]	i	-0.4%	8.7%	?	16.0%	-63.6*	2.4%	-7.9%
c1ccc(-c2nnc3ccc(N4CCCC4)nn23)cc1	i	i	-5.9%	-10.3%	27.1%	23.6%	5.9	2.6%	73.9%[activator]
OCCC1CN(Cc2cc(F)ccc2-n2cccn2)CCN1Cc1ccc(F)cc1 (stereo unspecified)	-24.3%	i	-0.5%	-3.6%	5.8%	-28.3%	-13.9	-7.7%	-0.4%
COc1ccc(CNC(=O)c2cc3ccccc3o2)cc1OC	-22.2%	i	3.9%	-12.4%	26.0%	4.4%	6.4	0.1%	10.3%
CCC(=O)Nc1cc(C(=O)O)ccc1Sc1ccccc1	7.4%	i	-1.4%	0.5%	-18.8%	10.8%	-19.5	-1.1%	-14.5%
CC(C)(C)C1CCc2c(sc(NC(=O)c3ccc(Cl)cc3)c2C(=O)NCc2ccco2)C1 (stereo unspecified)	i	/	/	-10.1%	6.0%	5.4%	/	/	4.5%
CCCn1nnnc1NCc1cccc(Cl)c1	i	i	3.2%	-3.4%	-18.7%[1.82 µM]	11.8%	-2.1	9.9%	9.1%
COc1ccc(CC2C(=O)NC(C)C(=O)N(C)C3Cc4ccc(cc4)Oc4cc(ccc4O)CC(C(=O)NC(C)C(=O)NC(C)C(=O)N2C)N(C)C3=O)cc1 (stereo unspecified)	i	i	3.2%	-4.7%	0.8%	/	1.9	-15.9%	?
COc1ccc(C2=NN(C(=O)CCC(=O)O)C(c3cccs3)C2)cc1 (stereo unspecified)	i	i	6.1%	-10.2%	11.8%	7.3%	-9.2	0.4%	32.9%[activator]
Cc1ccc(CN2CCN(C(=O)CC(C)C)CC2)cc1	-41.3%[inhibitor]	i	-1.1%	-3.9%	6.7%	-22.0%	-10.9	2.1%	-3.1%
CCOC(=O)C1=C(C)NC(=O)C1(NC(=O)c1cccnc1)C(F)(F)F (stereo unspecified)	?	i	-11.4%	12.3%	-11.1%	-3.9%	-21.3	0.0%	5.1%
Cc1cc(Nc2ccccc2)n(-c2nc3ccccc3[nH]2)n1	i	/	10.1%	-14.7%	15.8µM*	-13.1%	9.9	-5.9%	?
CC(C)N1C(=O)C(=O)N(CC(=O)N2c3ccccc3CC2C)C1=O (stereo unspecified)	i	i	2.8%	6.4%	10.1%	-40.5%	7.2	2.3%	-2.8%
COc1cc(/C=C/C2=CC(C)(C)NC(=S)N2)cc(OC)c1OC	i	i	-0.1%	-2.1%	-1.1%[0.397 µM]	4.8%	2.5	16.0%	55.6%[activator]
Cc1cccc(Nc2ncnc3onc(-c4cccc(Cl)c4)c23)c1C	-22.2%	i	-1.7%	6.8%	12.6µM*	?	-21.2	15.1%	-21.9%
COc1ccc2c(c1)c(=O)oc1cc(OCC(=O)N3CCC(C)CC3)ccc12	-3.9%[57.5 µM]	i	13.9%	17.4%	?	25.0%	44.3	-13.2%	0.0%
CCOc1cc(C)cc2oc(=O)cc(-c3ccccc3)c12	-91.7%[inhibitor]	i	0.8%	-14.4%	-4.3%	0.3%	23.4	17.0%	0.0%
